Compound activity from PubChem BioAssay.
MCF10A rerep – A quantitative high throughput screen for small molecules that induce DNA re-replication in MCF 10a normal breast cells | MCF 10A DNA re-replication, Hoechst nuclear intensity, 48 h | Potency, µM (top dose mostly 46.1 µM), for the others: at the top dose activity, positive = re-replication, usual class: activators | actives 2.9% (n = 350,000); also: potency is read from the fitted curve at half-maximal effect; % of control where 0% means no effect; nearly all actives have a fitted effect of over 50% in size
KB-3-1 tox – qHTS assay for MDR1-selective chemotherapeutics: Primary screen using the parental adenocarcinoma cell KB-3-1. KB-3-1 viability, CellTiter-Glo ATP luminescence, 72 h. Potency, µM (highest dose often 46.1 µM), without a hit: at the highest dose activity change, negative = cytotoxic, usual class: cytotoxic. actives 1.4% (n = 400,000). AID 1347075, 2019; also: potency is read from the fitted curve at half-maximal effect; % is scaled to controls: 0 for no effect and ±100 for the full control effect; nearly all actives have a fitted effect of over 60% in size
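Cells are dispensed, compounds pinned in, plates held at 37 °C for 72 h, then CellTiter-Glo is added and luminescence read after 10 minutes. Cell line: parental KB-3-1 in phenol-red-free DMEM, 10% FBS.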
WRN inhibitor – qHTS for Inhibitors of WRN Helicase. AID 651768, 2012. actives 0.46% (n = 360,000). Potency, µM (series often up to 114 µM), inactives show at the top dose activity change, negative = inhibition, hits mostly inhibitors. WRN helicase unwinding, fluorescent forked duplex, kinetic; also: potency is read from the fitted curve at half-maximal effect; % is scaled to controls: 0 for no effect and ±100 for the full control effect; nearly all actives have a fitted effect of over 55% in size
Target sequence (Q14191 whole entry, looked up): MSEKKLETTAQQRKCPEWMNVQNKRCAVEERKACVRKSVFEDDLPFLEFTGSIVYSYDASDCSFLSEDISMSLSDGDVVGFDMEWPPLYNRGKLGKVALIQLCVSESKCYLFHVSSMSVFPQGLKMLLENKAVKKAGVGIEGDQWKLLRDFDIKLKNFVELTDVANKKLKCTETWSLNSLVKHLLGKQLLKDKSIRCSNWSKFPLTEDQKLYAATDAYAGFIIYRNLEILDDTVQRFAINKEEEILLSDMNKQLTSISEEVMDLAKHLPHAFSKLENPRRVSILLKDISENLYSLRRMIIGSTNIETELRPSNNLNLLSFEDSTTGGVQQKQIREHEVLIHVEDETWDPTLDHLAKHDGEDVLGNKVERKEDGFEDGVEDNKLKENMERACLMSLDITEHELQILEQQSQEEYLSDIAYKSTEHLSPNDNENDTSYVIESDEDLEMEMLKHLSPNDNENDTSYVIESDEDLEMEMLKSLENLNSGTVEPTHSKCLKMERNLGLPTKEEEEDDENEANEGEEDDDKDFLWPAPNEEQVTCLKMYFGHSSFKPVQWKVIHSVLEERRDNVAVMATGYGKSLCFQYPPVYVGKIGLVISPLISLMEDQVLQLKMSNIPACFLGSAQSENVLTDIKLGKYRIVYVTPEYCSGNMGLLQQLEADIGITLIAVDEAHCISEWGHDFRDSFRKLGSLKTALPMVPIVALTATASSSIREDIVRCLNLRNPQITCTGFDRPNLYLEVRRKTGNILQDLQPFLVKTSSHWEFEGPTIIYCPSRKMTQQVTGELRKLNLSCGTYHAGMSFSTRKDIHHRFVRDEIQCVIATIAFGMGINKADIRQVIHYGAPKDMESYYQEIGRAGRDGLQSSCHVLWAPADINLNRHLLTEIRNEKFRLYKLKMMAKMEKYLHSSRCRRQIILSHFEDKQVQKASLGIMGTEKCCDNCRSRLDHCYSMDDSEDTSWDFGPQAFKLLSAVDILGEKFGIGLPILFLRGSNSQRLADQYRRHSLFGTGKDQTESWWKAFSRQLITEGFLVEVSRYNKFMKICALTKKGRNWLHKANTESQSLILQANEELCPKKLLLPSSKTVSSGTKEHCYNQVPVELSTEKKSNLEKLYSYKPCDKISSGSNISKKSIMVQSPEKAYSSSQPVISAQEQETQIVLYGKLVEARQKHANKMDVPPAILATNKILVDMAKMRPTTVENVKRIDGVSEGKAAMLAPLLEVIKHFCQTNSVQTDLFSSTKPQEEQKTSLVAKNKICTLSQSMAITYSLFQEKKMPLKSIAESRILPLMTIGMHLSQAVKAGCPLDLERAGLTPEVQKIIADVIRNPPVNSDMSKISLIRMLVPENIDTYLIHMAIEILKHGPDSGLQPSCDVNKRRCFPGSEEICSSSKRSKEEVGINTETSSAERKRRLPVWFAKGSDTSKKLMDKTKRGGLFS
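Fluorescence dequenching readout, ex 525 nm/em 598 nm, kinetic mode: forked duplex DNA (100 nM final) with adjacent fluorophore and quencher unwound by WRN (20 nM final) with 2 mM ATP. Compound preincubation 15 min, room temperature.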
ATXN2 expr inh – Primary qHTS for Inhibitors of ATXN expression; HEK-293 ATXN2-luciferase reporter, luminescence, 24 h; Potency, µM (doses to about 57 µM), inactives show top-dose activity change, negative = inhibition, usual class: inhibitors; actives 0.72% (n = 360,000); AID 1745845, 2022; also: potency is read from the fitted curve at half-maximal effect; % is scaled to controls: 0 for no effect and ±100 for the full control effect; nearly all actives have a fitted effect of over 55% in size
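ATXN2-luciferase reporter cells (luciferase flanked by upstream and downstream ATXN2 gene portions) were treated 24 h at 37 °C with compounds at up to 57 uM. SteadyGlo luminescence gave expression; GF-AFC fluorescence gave viability.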
SW480 rereplic – A quantitative high throughput screen for small molecules that induce DNA re-replication in SW480 colon adenocarcinoma cells; Potency, µM (titrated, usually from 46.1 µM), without a hit: at the top dose re-replication activation, usual class: activators; actives 1.8% (n = 340,000); SW480 DNA re-replication, Hoechst DNA content imaging, 48 h; also: potency is read from the fitted curve at half-maximal effect; % of control where 0% means no effect; nearly all actives have a fitted effect of over 55% in size
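First, 250 cells per well were seeded. Next, compound or vehicle (23 nL) was pinned in, plates sat 48 hr at 37 C. Finally Hoechst was added for 40 min before fluorescence scanning.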
IL1B secr inh – qHTS for Inhibitors of Inflammasome Signaling: IL-1-beta AlphaLISA Primary Screen | THP-1 LPS/ATP IL-1B secretion, AlphaLISA, 16 h; hits give low values | activity change, % at 57.5 µM | actives 4.7% (n = 360,000); in the data active = activity change below about -50%; inconclusive = mostly about -30% to -49%; also: % is scaled to controls: 0 for no effect and ±100 for the full control effect
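THP-1 cells pretreated 1 hr with compounds (up to 57.5 uM final), then stimulated with LPS (250 ng/mL final) plus ATP (1.25 mM final); secreted IL-1B measured by AlphaLISA after 16 hr, decreased signal indicating inhibition.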
HT1080 IDH1KD tx – qHTS for induction of synthetic lethality in tumor cells producing 2HG: qHTS for the HT-1080-IDH1KD cell line. HT-1080 IDH1 knockdown viability, ATP luminescence, 48 h. Potency, µM (top dose mostly 46.1 µM), for inactives: top-dose activity, negative = toxicity, most hits filed as cytotoxic. actives 2% (n = 360,000);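 also: potency is read from the fitted curve at half-maximal effect; 0% = DMSO wells and -100% = cell-free medium wells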
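In this qHTS, HT-1080 cells depleted of IDH1 are exposed for 48 h at 37 °C to compound titrations. Toxicity is scored from CellTiter-Glo luminescence, with DMSO as full viability and medium alone as none.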
HT1080-NT tox – qHTS for induction of synthetic lethality in tumor cells producing 2HG: qHTS for the HT-1080-NT fibrosarcoma cell line. HT-1080-NT fibrosarcoma viability, CellTiter-Glo ATP luminescence, 48 h. Potency, µM (top dose mostly 46.1 µM), inactives show at the top dose activity, negative = less viability, most hits filed as cytotoxic. actives 1.6% (n = 360,000). AID 686970, 2013;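 also: NT is the 2HG producing partner of a matched IDH1 knockdown line; potency is read from the fitted curve at half-maximal effect; 0% = DMSO-treated cells and -100% = media-only wells without cells; nearly all actives have a fitted effect of over 55% in size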
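Luminescent CellTiter-Glo readout after 48 hours of compound exposure at 37 degrees C defined viability of HT-1080-NT cells. Activity was normalized to DMSO wells and cell-free media wells; concentration-response curves were fitted and assigned curve classes.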
KB-V1 MDR tox – qHTS assay for MDR1-selective chemotherapeutics: Primary screen using the drug-selected MDR subline cells KB-V1; Potency, µM (doses to about 46.1 µM), inactives show at the highest dose activity change, negative = cytotoxicity, hits mostly cytotoxic; KB-V1 MDR cells viability, CellTiter-Glo, 72 h; actives 3.4% (n = 400,000); AID 1347076, 2019; also: potency is read from the fitted curve at half-maximal effect; % is scaled to controls: 0 for no effect and ±100 for the full control effect; nearly all actives have a fitted effect of over 60% in size
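KB-V1, DMEM (no phenol red) + 10% FBS; cpd pin-transferred, titration series; 72 h, 37 degrees C; CellTiter-Glo, luminescence. Data normalized, curve-fit.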
The depositor's hits bear a star; ? = inconclusive; . = not tested or not shown; [ ] = remark or other dose. Unless noted, calls follow the shape of the dose curve; as a rule, active = well fitted curve in the direction sought with a large enough effect; inconclusive = small, poorly fitted or top-dose-only effect, or another doubt; inactive = no such curve, though single readings can be large; an effect the other way counts as inactive or inconclusive.

SMILES | MCF10A rerep | KB-3-1 tox | WRN inhibitor | ATXN2 expr inh | SW480 rereplic | IL1B secr inh | HT1080 IDH1KD tx | HT1080-NT tox | KB-V1 MDR tox
Cc1cccc(N2CCN(CC(O)COc3ccc(Cl)cc3)CC2)c1 (stereo not given) | 7% | -6% | -8% | . | 6% | ? | -1% | 2% | -8%
CC(C)(CN1CCC(Cc2ccccc2)CC1)NS(=O)(=O)c1ccccc1 | ? | -20% | -6% | -24% | ? | ? | -2% | -3% | -3%
CCOC(=O)c1ccc(NC(=O)Nc2ccc(S(N)(=O)=O)cc2)cc1 | -12% | 2% | 14% | -9% | -1% | 0 | 2% | 1% | -19%
O=C(C1=COCCO1)N1CCN(C(c2ccccc2)c2ccccc2)CC1 | 14% | -10% | -5%[57.1 µM] | 0% | 3% | -3 | 3% | -10% | -3%
O=C1c2ccccc2-c2ccc(C(=O)N3CCCCC3)cc21 | 6% | 5% | -9% | 49%[activator] | 1% | ? | 0% | 3% | ?
COc1ccc([C@@H]2[C@H]3C(=O)N(c4cccc(C(F)(F)F)c4)C(=O)[C@H]3ON2C)cc1 | -4% | 6% | -8% | 5% | -9% | 14 | 7% | -2% | 1%
Cc1ccccc1-n1c(-c2ccc(=O)[nH]n2)n[nH]c1=S | 16% | -3% | -2% | -4% | -5% | 7 | 8% | 12% | -12%
CCOC(=O)N1CCN(C(=O)CCn2c(=S)[nH]c3ccccc3c2=O)CC1 | -5% | 1% | 1% | . | -6% | -5 | 4% | 4% | 9%
COc1cc(CN2CC(=O)N(c3cccc(Cl)c3C)C2=S)cc(OC)c1OC | 20% | ? | 0% | -3% | -11% | -5 | -14% | -11% | -4%
C[C@@H]1CN([C@@H](C)CO)S(=O)(=O)c2ccc(Br)cc2O[C@H]1CN(C)Cc1ccccn1 | . | 11% | 8% | -25% | . | 10 | -8% | -9% | 0%
CC(=O)Nc1ccc(S(=O)(=O)NCc2cn3c(C)csc3n2)cc1 | 1% | -4% | -2% | 4% | 0% | 14 | -5% | 15% | 1%
CC(C)CCOCc1nc2sc3c(c2c(=O)[nH]1)CCC(C)C3 (stereo not given) | 3% | 7% | -17% | 31% | -3% | -4 | 10% | 11% | ?
CNC(CC(C)C)C(=O)NC1C(=O)NC(CC(N)=O)C(=O)NC2C(=O)NC3C(=O)NC(C(=O)NC(C(=O)O)c4cc(O)cc(O)c4-c4cc3ccc4O)C(O)c3ccc(c(Cl)c3)Oc3cc2cc(c3OC2OC(CO)C(O)C(O)C2OC2C[C@](C)(N)C(O)C(C)O2)Oc2ccc(cc2Cl)C1O (stereo not given in full) | -15% | 0% | 13% | 3% | 3% | 19 | 7% | 19% | 11%
COc1cc(C(=O)NCCC(c2ccccc2)c2ccccc2)cc(OC)c1OC | 3% | -5% | -6% | -2% | -1% | -1 | -4% | -24% | -21%
CN(Cc1cn(-c2ccccc2)nc1-c1cc2ccccc2o1)C(=O)CCC(=O)O | -4% | 0% | -24% | 29% | -34%[inhibitor] | 31 | -6% | -7% | 7%
O=C(NN1C(=O)C2C3C=CC(O3)C2C1=O)c1ccncc1 (stereo not given) | -25% | -3% | -1% | -17% | -7% | 4 | 16% | 26% | ?
COc1ccc(NC(=S)N(CCc2ccncc2)C(C)C)cc1Cl | . | -1% | 6% | . | . | -29 | -1% | 1% | -21%
c1ccc(CSc2nnc(-c3ccccc3)c(-c3ccccc3)n2)cc1 | 8.2µM* | -3% | -1% | -4% | ? | -18 | -2% | -20% | 18µM*
CCN1C(=NCc2ccc(OC)cc2)N[C@@H](c2ccccc2)[C@H](C(=O)OC)[C@H]1C | -2% | 23% | 2% | 4% | 0% | -13 | 1% | 0% | ?
CCOc1ccc(C2=Nc3ccccc3C(c3ccc(N4CCOCC4)cc3)=NN2)cc1 | 16µM* | 16µM* | 5% | 42%[activator] | 21µM* | -12 | ? | -14% | 4.1µM*
Cc1ccc(OCCNC(=O)c2cccc(Oc3ccc(C(F)(F)F)cc3[N+](=O)[O-])c2)cc1 | -6% | ? | -13% | -14% | -1% | -11 | -11% | -12% | ?
CCOC(=O)c1c(NC(C)=O)sc(/C(C)=N/Nc2ccc(C(=O)O)cc2)c1C | ? | 18% | -12% | -10% | -2% | 31 | -14% | ? | 7%
O=C(O)c1cc(NC(=O)c2ccccc2F)cc(NC(=O)c2ccccc2F)c1 | -1% | 18% | 2% | 0% | -2% | 33 | 6% | -3% | ?
CCc1nc2c(OCc3ccccc3C(=O)OC)cccn2c1N(C)C(=O)c1ccncc1 | . | 0% | 2% | -2% | . | 23 | 5% | 13% | 1%
CCCNC(=O)c1cc(C2CCCN(C(=O)c3ccc4c(c3)CCO4)C2)on1 (stereo not given) | . | 0% | -1% | 0% | . | 25 | 10% | -3% | 2%
CN(Cc1ccc(F)cc1)Cc1nc(-c2ccccc2)no1 | 3% | ? | -13% | 21% | -4% | 0 | 1% | -1% | 0%
Cc1ccc(OCC(=O)Nc2ccc(S(=O)(=O)Nc3ccccn3)cc2)cc1 | 2% | 8% | -14% | 9% | 7% | 8 | -15% | -24% | 18%
CNC(=O)NC(=O)COC(=O)/C=C/c1cccc(Br)c1 | 7% | -14% | 1% | -10% | -33%[inhibitor] | -9 | 17% | -26% | 2%
COc1ccc(CN2CCC(c3nc4ccc(Cl)cc4[nH]3)CC2)cc1 | ? | 4% | 6% | . | -5% | -11 | -8% | -13% | -11%
Cc1cccc(NC(=O)c2c(O)c3ccccc3[nH]c2=O)c1 | 1% | -1% | 12% | 27% | -5% | 19 | -2% | 2% | 8%
CCN(C(=O)C(C)N1C(=O)/C(=C/c2cccs2)SC1=S)C1CCS(=O)(=O)C1 (stereo not given) | -3% | 3% | 3% | . | -4% | -10 | -1% | -3% | -9%
O=c1c(Br)ccc(Br)cc1Br | ? | 6.5µM* | 10µM* | 6µM* | ? | -100* | 5.2µM* | 3.7µM* | -3%
CCCc1cc(=O)n2nc(N3CCC(C(=O)Nc4cccc(C(C)=O)c4)CC3)sc2n1 | 6% | -1% | -6% | 0% | 22% | 16 | 1% | -4% | 13%
CSc1ncc(CN2CCN(C3CCN(C(C)C)CC3)C(CCO)C2)cn1 (stereo not given) | -1% | 15% | 8% | -15% | -7% | 10 | 11% | -5% | -6%
Cc1nn(-c2ccccn2)c2c1C(=O)C(Br)CC2 (stereo not given) | ? | -10% | 56µM* | ? | 21% | -106* | -4% | -8% | 0%
CC1(c2ccccc2Cl)NC(=O)N(CC(=O)N2CCc3ccccc3C2)C1=O (stereo not given) | -3% | 4% | -19% | 7% | -8% | -19 | 1% | 6% | 2%
Cc1cc(C(=O)COC(=O)/C=C/c2cccc(F)c2)c(C)n1C | -3% | 0% | 21% | 8% | 2% | 1 | 6% | 10% | 8%
CN(Cc1cccnc1)C(=O)c1cc(COc2ccc3c(c2)CCCC3)on1 | -1% | ? | -7% | 8% | 1% | 0 | -18% | -17% | ?
FC(F)(F)c1ccc(Cl)c(Nc2nnc(-c3ccncc3)s2)c1 | . | 0% | -18% | 8% | . | 6 | 17% | 13% | 11%

Seven consecutive entries from above, quoted:
SMILES | MCF10A rerep | KB-3-1 tox | WRN inhibitor | ATXN2 expr inh | SW480 rereplic | IL1B secr inh | HT1080 IDH1KD tx | HT1080-NT tox | KB-V1 MDR tox
Cc1ccc(OCCNC(=O)c2cccc(Oc3ccc(C(F)(F)F)cc3[N+](=O)[O-])c2)cc1 | -6% | ? | -13% | -14% | -1% | -11 | -11% | -12% | ?
CCOC(=O)c1c(NC(C)=O)sc(/C(C)=N/Nc2ccc(C(=O)O)cc2)c1C | ? | 18% | -12% | -10% | -2% | 31 | -14% | ? | 7%
O=C(O)c1cc(NC(=O)c2ccccc2F)cc(NC(=O)c2ccccc2F)c1 | -1% | 18% | 2% | 0% | -2% | 33 | 6% | -3% | ?
CCc1nc2c(OCc3ccccc3C(=O)OC)cccn2c1N(C)C(=O)c1ccncc1 | . | 0% | 2% | -2% | . | 23 | 5% | 13% | 1%
CCCNC(=O)c1cc(C2CCCN(C(=O)c3ccc4c(c3)CCO4)C2)on1 (stereo not given) | . | 0% | -1% | 0% | . | 25 | 10% | -3% | 2%
CN(Cc1ccc(F)cc1)Cc1nc(-c2ccccc2)no1 | 3% | ? | -13% | 21% | -4% | 0 | 1% | -1% | 0%
Cc1ccc(OCC(=O)Nc2ccc(S(=O)(=O)Nc3ccccn3)cc2)cc1 | 2% | 8% | -14% | 9% | 7% | 8 | -15% | -24% | 18%
